POLK inh – blocks human DNA polymerase kappa activity; purified Pol kappa, fluorescent DNA synthesis assay, 10 min; 400,000 compounds, 0.53% hits; Potency, µM (highest dose often 107 µM), for inactives: at the top dose activity, negative = inhibition, hits mostly inhibitors; Q9UBT6; AID 588579; also: % is scaled to controls: 0 for no effect and ±100 for the full control effect
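50 nM final substrate added after 15 min RT preincubation of 10 nM Pol kappa with compound; fluorescence read at 0 and 10 min.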
BAZ2B inh – inhibitors of human BAZ2B bromodomain. Q9UIF8. AlphaScreen BAZ2B-H3K14Ac peptide displacement. Potency, µM (titrated, usually from 114 µM), for inactives: at the top dose activity change, negative = inhibition, usual class: inhibitors. 360,000 compounds, 4.4% hits. AID 504333; also: % is scaled to controls: 0 for no effect and ±100 for the full control effect; nearly all actives have a fitted effect of over 60% in size
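Complex of BAZ2B and biotin-H3K14Ac (50 nM apiece) forms over 30 min at RT, then faces library compounds up to 110 uM for another 30 min; AlphaScreen beads added, 20 min dark incubation, luminescence read.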
APEX1 inh – APE1 (human) endonuclease inhibition; recombinant APE1, TAMRA/BHQ-2 abasic DNA cleavage fluorescence; Potency, µM (series often up to 65.8 µM), for inactives: top-dose activity change, negative = inhibition, most hits filed as inhibitors; 350,000 compounds, 0.35% hits;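 also: plate controls were vehicle for no effect and reference inhibitor for full effect; nearly all actives have a fitted effect of over 55% in size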
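Kinetic fluorescence read (525 ex/598 em nm, three reads 60 s apart) of AP-site incision; signal = third minus first read. Enzyme 0.75 nM, dual-labelled THF duplex 50 nM, compound preincubation 15 min RT.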
POLH inh – inhibitors of human DNA polymerase eta. recombinant Pol eta, fluorescent DNA replication assay. Q9Y253. AID 588591. Potency, µM (titrated, usually from 114 µM), for inactives: at the highest dose activity change, negative = inhibition, hits mostly inhibitors. 390,000 compounds, 1.2% hits; also: % is scaled to controls: 0 for no effect and ±100 for the full control effect
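Pol eta (10 nM) was preincubated with compounds for 15 min at room temperature, after which fluorescent replication substrate (50 nM final) was added to start the reaction. Fluorescence was read kinetically at 0 and 10 min.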
Pol iota inh – inhibitors of human DNA polymerase iota | Q9UNA4 | Pol iota fluorescent replication assay, 10 min | Potency, µM (highest dose often 115 µM), for inactives: top-dose activity, negative = inhibition, hits mostly inhibitors | 390,000 compounds, 1% hits | AID 588590
Target sequence (Q9UNA4 whole entry, looked up): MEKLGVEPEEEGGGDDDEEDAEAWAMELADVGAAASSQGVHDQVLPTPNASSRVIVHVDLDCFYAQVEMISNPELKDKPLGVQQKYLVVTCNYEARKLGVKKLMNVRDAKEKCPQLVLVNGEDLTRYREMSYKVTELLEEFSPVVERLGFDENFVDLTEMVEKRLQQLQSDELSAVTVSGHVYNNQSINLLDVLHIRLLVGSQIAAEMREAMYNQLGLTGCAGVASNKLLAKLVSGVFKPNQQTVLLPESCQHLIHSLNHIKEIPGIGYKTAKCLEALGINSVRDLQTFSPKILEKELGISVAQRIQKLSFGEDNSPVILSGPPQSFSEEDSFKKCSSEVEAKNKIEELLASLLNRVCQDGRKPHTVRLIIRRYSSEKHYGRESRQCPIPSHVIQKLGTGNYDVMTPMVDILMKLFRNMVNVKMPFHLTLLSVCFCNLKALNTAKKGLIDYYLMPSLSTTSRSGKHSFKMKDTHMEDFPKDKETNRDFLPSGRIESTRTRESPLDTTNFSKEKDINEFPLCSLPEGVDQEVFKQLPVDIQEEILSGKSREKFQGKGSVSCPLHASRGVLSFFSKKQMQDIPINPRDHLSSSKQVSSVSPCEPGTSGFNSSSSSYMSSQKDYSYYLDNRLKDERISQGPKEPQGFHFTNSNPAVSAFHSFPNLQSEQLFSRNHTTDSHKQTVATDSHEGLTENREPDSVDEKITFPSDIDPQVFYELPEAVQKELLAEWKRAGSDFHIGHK
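Fluorescent replication assay read twice, at 0 min and 10 min after adding 50 nM (final) substrate. Enzyme (10 nM) and compounds were first incubated 15 min at room temperature; enzyme-free buffer wells were negative controls.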
Pol beta inh – blocks human DNA polymerase beta activity | Potency, µM (doses to about 114 µM), for inactives: at the highest dose activity change, negative = inhibition, most hits filed as inhibitors | 340,000 compounds, 1.3% hits | AID 485314 | P06746 | Pol beta primer extension/strand displacement, fluorescence kinetic; also: % is scaled to controls: 0 for no effect and ±100 for the full control effect
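Curves were derived by four-parameter Hill fits of normalized qHTS data. The kinetic fluorescent primer-extension read was taken at 0 and 10 min after 50 nM substrate, following a 15 min room-temperature preincubation of 10 nM enzyme with compounds.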
G9a block – G9a (human) methyltransferase inhibition; 350,000 compounds, 8.8% hits; Q96KQ7; AID 504332; G9a H3K9 monomethylation, AlphaScreen, 2 h; Potency, µM (series often up to 102 µM), for inactives: at the top dose activity, negative = inhibition, hits mostly inhibitors; also: % is scaled to controls: 0 for no effect and ±100 for the full control effect; nearly all actives have a fitted effect of over 75% in size
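Signal arises when biotinylated H3K9 peptide, once monomethylated, bridges streptavidin donor and antibody-captured acceptor beads. Enzyme at 20 nM was preincubated 15 min with test compounds; peptide 500 nM and SAM 20 uM then reacted for 2 h.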
Apoferritin bind – candidate novel general anesthetic via apoferritin binding. Potency, µM (top dose mostly 77.5 µM), for inactives: top-dose activity change, negative = displacement, most hits filed as inhibitors. apoferritin/1-aminoanthracene competitive binding, fluorescence. 350,000 compounds, 0.074% hits. P02791; also: % is scaled to controls: 0 for no effect and ±100 for the full control effect; nearly all actives have a fitted effect of over 20% in size
Target sequence (P02791 2-175 limits assumed): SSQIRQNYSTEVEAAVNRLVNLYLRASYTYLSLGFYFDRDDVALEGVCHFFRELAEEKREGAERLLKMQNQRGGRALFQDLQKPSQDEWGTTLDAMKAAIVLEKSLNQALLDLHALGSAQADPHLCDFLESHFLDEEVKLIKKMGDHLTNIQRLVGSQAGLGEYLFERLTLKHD
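Horse-spleen apoferritin (10 uM) in 50% saturated 1-aminoanthracene in PBS was incubated 10 min at room temperature with compound. Fluorescence (ex 380, em 535 nm) was normalized to free and bound 1-AMA, with concentration-response fitted by a four-parameter Hill equation.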
BLM helicase inh – inhibitors of human Bloom syndrome helicase BLM. P54132. recombinant BLM DNA unwinding, fluorescence dequenching. Potency, µM (series often up to 56.1 µM), inactives show top-dose activity change, negative = inhibition, actives largely listed as inhibitors. 350,000 compounds, 0.2% hits. AID 2528;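 also: plate controls were vehicle for no effect and no enzyme for full effect; nearly all actives have a fitted effect of over 35% in size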
An asterisk follows results filed as active; ? = inconclusive; · = no result given; & = joins results of further samples; [ ] = remark or other dose. Calls follow the shape of the dose curve; as a rule, active = well fitted curve in the direction sought with a large enough effect; inconclusive = small, poorly fitted or top-dose-only effect, or another doubt; inactive = no such curve, though single readings can be large; an effect the other way counts as inactive or inconclusive. Potency is read from the fitted curve at half-maximal effect.

Order of results: POLK inh | BAZ2B inh | APEX1 inh | POLH inh | Pol iota inh | Pol beta inh | G9a block | Apoferritin bind | BLM helicase inh
COc1ccc(-c2nc(CCNC(=O)c3ccc(Br)o3)cs2)cc1
→ -5%[60.1 µM] | -32% | -5% | 8%&-15% | -16%&10% | 30%&-13% | 5%[59 µM] | -16%&-18% | -11%&-2%
CN(Cc1ccc(C(F)(F)F)cc1)C(=O)c1ccc(Oc2ccccc2)cc1
→ 11% | 50%[activator] | -2% | -21% | -16% | 2% | -2%[2.33 µM] | 2% | -11%
CCOc1ccc(Br)cc1S(=O)(=O)Nc1ccccc1N1CCOCC1
→ -7% | -4% | -5% | -2% | -14% | 10% | 12%[59 µM] | -2% | -15%
O=C(CCc1nc2sc3c(c2c(=O)[nH]1)CCCC3)NCCc1ccccc1
→ ? | ? | 13% | ? | 50µM* | · | ? | · | ·
Cc1ccc(C(=O)c2oc3ccccc3c2NC(=O)c2cc(-c3cc(C)ccc3O)n[nH]2)cc1
→ -5% | 2% | 17% | -1% | -7% | -3% | 4%[59 µM] | -12% | -6%
CC(=O)c1ccc(N(C(=O)CNC(=O)c2ccco2)C(C(=O)NC2CCCC2)c2ccncc2)cc1 (stereo unspecified)
→ 3% | 2% | 41%[activator] | -17% | 106%[activator] | -10% | 11% | 5% | -4%
COc1ccc(CC2NCCC3(O)CCCCC23)cc1 (stereo unspecified)
→ -13% | 8% | 10% | -6% | 15% | 35% | 17%[59 µM] | -17% | -1%
COc1ccc(CNC(=O)C2CCCN(S(=O)(=O)c3ccc4c(c3)CCCN4C(C)=O)C2)cc1 (stereo unspecified)
→ 12% | -12%[57.1 µM] | 24% | 9%&2% | 12%&-3% | 4%&-6% | 10% | 0%&-8% | -2%&0%
O=C(Nc1nc(-c2cc(Cl)sc2Cl)cs1)c1ccc(Br)s1
→ -13% | -3% | 4% | 2% | 9% | -2% | 8%[59 µM] | 1% | -2%
OC(COCCC12CC3CC(CC(C3)C1)C2)CN1CCCC1 (stereo unspecified)
→ -8% | -17% | -1% | -3% | -7% | -1% | -34% | ? | 3%
COc1ccccc1N=NC1C(=O)N(C(N)=S)N=C1C (stereo unspecified)
→ 3% | ? | -7% | -22% | 89%[activator] | 18% | -9%[59 µM] | -23% | -6%
COCCNC(=O)c1cc2c(Cl)nc3ccc(C)cc3c2s1
→ -8% | 5% | · | -11% | 51%[activator] | 7% | 10%[59 µM] | -9% | 5%
CCOc1ccc(N=C(C)C2=C(O)c3ccccc3C2=O)cc1
→ -19% | -11% | -1% | 1% | 32%[activator] | 10% | ? | -12% | -1%
O=c1[nH]c(-[n+]2ccccc2)c(/C=N/NC([S-])=Nc2ccccc2)s1
→ -4% | -38% | 0% | -11% | 95%[activator] | -11% | 22µM* | -15% | -8%
Cc1cc(SCn2nnc3ccccc3c2=O)nc2ccccc12
→ -12% | 1% | 5% | -14% | 8% | -15% | 9%[59 µM] | 4% | -1%
Cc1nn(-c2ccccc2)c(Cl)c1C1C(C#N)=C(N)Oc2c1c(C)nn2-c1ccccc1 (stereo unspecified)
→ -12% | ? | -3% | -5% | 6% | 4% | · | -12% | -3%
CCOC(=O)N1CCN(C(=O)Cn2ncc3c2-c2ccccc2OC3)CC1
→ 14% | 43%[activator] | 1% | -14% | -16% | 2% | -20% | -4% | 3%
COc1ccc(N2C(=O)/C(=C/N(C)C)NC2=S)cc1
→ -3% | -12% | 1% | -14% | 45%[activator] | 12% | 3.5µM* | -8% | -1%
CCC(C)(C)NC(=O)C(c1ccccn1)N(C(=O)c1csnn1)c1ccc(C)cc1 (stereo unspecified)
→ 11% | 2% | -2% | -3% | 26% | 12% | 20% | -16% | -1%
CC(=O)Nc1ccc(NC(=O)Nc2ccccc2)cc1
→ -21% | 2% | 19% | -7% | -2% | 2% | 1% | 3% | -4%
O=C(NCCc1cn[nH]c1)C1CCC(=O)N(CCc2cccc(F)c2)C1 (stereo unspecified)
→ -15% | -7% | 0% | 3% | 3% | 32% | 19%[0.501 µM] | -4% | -2%
COc1ccc2[nH]c3c(NCCCN4CCCC4=O)ncnc3c2c1
→ -15% | 5% | -9% | -23% | 23% | 0% | · | -8% | -4%
NS(=O)(=O)c1ccc(CCNC(=O)c2ccc(CS(=O)(=O)c3ccc(Br)cc3)o2)cc1
→ 4% | -3% | 50%[activator] | 4% | -1% | 2% | 16%[59 µM] | -8% | 1%
O=C1CC(c2ccc3c(c2)OCCO3)Oc2ccc([N+](=O)[O-])cc21 (stereo unspecified)
→ -11% | -37% | 14% | 4% | ? | -5% | -25% | -10% | -6%
C/C(N)=C(/C#N)C(=O)COC(=O)C1=NN(c2ccccc2)C(=O)CC1
→ -4%[60.1 µM] | 0% | 11% | -10% | 48%[activator] | 35% | 11% | 0% | -3%
COc1ccc(C2CC(=O)c3c([nH]c(C(=O)OC4CCC(C)CC4)c3C)C2)cc1OC (stereo unspecified)
→ 10% | 0% | · | -10% | 39%[activator] | 21% | 10%[59 µM] | -11% | -1%
N#CCCN(C(=O)COC(=O)c1ccc2c(c1)OCCO2)c1ccccc1
→ 0% | · | 25% | -6% | 33%[activator] | · | · | · | ·
O=C1C=C(NNC(=O)c2ccccc2Br)CCC1
→ 5% | -1% | 1% | -10% | 25% | 20% | -6% | -2% | 2%
O=C(Nc1ccccc1)ON=C1c2ccccc2-c2ccccc21
→ -4% | 2%[57.1 µM] | 2% | -13% | 21% | -7% | 45%[activator] | ? | -5%
N#CCCN(Cc1cccs1)C(=O)Nc1ccccc1
→ 0% | 3% | -3% | -18% | -24%[58.9 µM] | -11% | 18%[59 µM] | 2% | -12%
CO/N=C/c1ccc(N2CCOCC2)c([N+](=O)[O-])c1
→ -5% | ? | -1% | 3% | 129%[activator] | 16% | -4% | -9% | 4%
CCCCN(CCCC)CCNC(=O)c1cn(C)c2ccc(S(=O)(=O)N(C)C3CCCCC3)cc2c1=O
→ 8% | -11% | -16% | -9% | 12% | 2% | · | -7% | 5%
C/C(NC(=O)c1ccccc1F)=C1\C(=O)C[C@@H]2[C@H]1C2(C)C
→ -1% | 4% | 1% | -14% | 0% | 12% | 17% | ? | -6%
O=[N+]([O-])c1ccc(-c2ccc(/C=N/Nc3nc(N4CCCCC4)nc(N4CCCCC4)n3)o2)cc1
→ -5% | -1% | 0% | -13% | 92%[activator] | 7% | ? | -5% | -2%
Cc1ccc(CNCC(O)c2ccccc2)s1 (stereo unspecified)
→ 4% | -7% | 1% | -12% | -16% | 7% | · | -7% | 0%
CCC(=O)Oc1ccc(C(=O)Nc2cccc(NC(=O)c3ccco3)c2)cc1
→ -2% | -2% | 56% | 12% | 14% | 6% | 14% | -3% | -7%
O=C(Nc1cccc2nsnc12)c1ccc(-c2ccc(Br)cc2)o1
→ -16% | -32% | -4% | -12% | 42%[activator] | 8% | 40µM* | -7% | -10%
CC(c1ccccc1)c1nnc(NC(=O)c2ccc3c(c2)OCO3)s1 (stereo unspecified)
→ 2% | -11% | 11% | -19% | 0% | -2% | · | 0% | 1%
CCc1noc(C)c1C(=O)OC(C)C(=O)Nc1ccccc1OC (stereo unspecified)
→ -1% | -3% | 7% | -16% | 45%[activator] | · | 5% | · | ·
O=C(O)Cc1c(C(=O)O)nnn1-c1cccc(C(F)(F)F)c1
→ 1% | -31% | -1% | -22% | 45%[activator] | 2% | ? | -3% | 1%
CN(CCC#N)C(=O)CC(Cc1ccccc1)C1CCOC(C)(C)C1 (stereo unspecified)
→ -12% | -3% | -3% | 7% | 9% | 2% | · | 14% | -4%
CCS(=O)(=O)c1ccc2oc(=O)c(/C=C(\O)c3ccc(Cl)cc3)nc2c1
→ -11% | ? | -12% | -19% | 9% | ? | -36% | -11% | -6%

Nine of the compounds above, with tabs.
Compound	POLK inh	BAZ2B inh	APEX1 inh	POLH inh	Pol iota inh	Pol beta inh	G9a block	Apoferritin bind	BLM helicase inh
CCCCN(CCCC)CCNC(=O)c1cn(C)c2ccc(S(=O)(=O)N(C)C3CCCCC3)cc2c1=O	8%	-11%	-16%	-9%	12%	2%	·	-7%	5%
C/C(NC(=O)c1ccccc1F)=C1\C(=O)C[C@@H]2[C@H]1C2(C)C	-1%	4%	1%	-14%	0%	12%	17%	?	-6%
O=[N+]([O-])c1ccc(-c2ccc(/C=N/Nc3nc(N4CCCCC4)nc(N4CCCCC4)n3)o2)cc1	-5%	-1%	0%	-13%	92%[activator]	7%	?	-5%	-2%
Cc1ccc(CNCC(O)c2ccccc2)s1 (stereo unspecified)	4%	-7%	1%	-12%	-16%	7%	·	-7%	0%
CCC(=O)Oc1ccc(C(=O)Nc2cccc(NC(=O)c3ccco3)c2)cc1	-2%	-2%	56%	12%	14%	6%	14%	-3%	-7%
O=C(Nc1cccc2nsnc12)c1ccc(-c2ccc(Br)cc2)o1	-16%	-32%	-4%	-12%	42%[activator]	8%	40µM*	-7%	-10%
CC(c1ccccc1)c1nnc(NC(=O)c2ccc3c(c2)OCO3)s1 (stereo unspecified)	2%	-11%	11%	-19%	0%	-2%	·	0%	1%
CCc1noc(C)c1C(=O)OC(C)C(=O)Nc1ccccc1OC (stereo unspecified)	-1%	-3%	7%	-16%	45%[activator]	·	5%	·	·
O=C(O)Cc1c(C(=O)O)nnn1-c1cccc(C(F)(F)F)c1	1%	-31%	-1%	-22%	45%[activator]	2%	?	-3%	1%

The list is partial, so the mix of outcomes need not match the whole.
